Screening data from PubChem.
aSyn rescue: alpha-synuclein toxicity inhibition in yeast; Yeast expressing alpha-synuclein, growth rescue, BacTiter-Glo, 24 h; Potency, µM (titrated, usually from 46.1 µM), without a hit: at the top dose growth rescue (activation), actives largely listed as activators; actives 0.14% (n = 370,000); further: % of control where 0% means no effect; nearly all actives have a fitted effect of over 65% in size
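Readout is rescue of growth in alpha-synuclein-expressing yeast, so inhibitors of toxicity appear as activators. Growth after 24 hr at 30 deg C in galactose medium is quantified by luminescence.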
EPAC2 agonist: agonists of human EPAC2 (RAPGEF4) | EPAC2 activation, biochemical qHTS; response scale: 100% = 6.5 mM cAMP response | Q8WZA2 | actives 0.079% (n = 360,000) | AID 720711 | Potency, µM (doses to about 154 µM), without a hit: top-dose activation, hits mostly activators; further: nearly all actives have a fitted effect of over 50% in size
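qHTS, titration series. 100 nM EPAC2 / 250 nM Rap1B-BODIPY-GDP / 50 uM GDP; RT; ex 480/em 540 nm, 5-min reads to 30 min. Norm. to 6.5 mM cAMP = activation.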
EPAC1 antagonist: blocks human EPAC1 exchange factor; O95398; EPAC1 GEF assay, Rap1b-BODIPY-GDP exchange fluorescence; Potency, µM (top dose mostly 115 µM), inactives show at the top dose activity change, negative = inhibition, hits mostly inhibitors; actives 0.14% (n = 360,000); AID 720709;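 further: plate controls were vehicle for no effect and positive control for full effect; nearly all actives have a fitted effect of over 50% in size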
Target sequence (O95398 whole entry, looked up): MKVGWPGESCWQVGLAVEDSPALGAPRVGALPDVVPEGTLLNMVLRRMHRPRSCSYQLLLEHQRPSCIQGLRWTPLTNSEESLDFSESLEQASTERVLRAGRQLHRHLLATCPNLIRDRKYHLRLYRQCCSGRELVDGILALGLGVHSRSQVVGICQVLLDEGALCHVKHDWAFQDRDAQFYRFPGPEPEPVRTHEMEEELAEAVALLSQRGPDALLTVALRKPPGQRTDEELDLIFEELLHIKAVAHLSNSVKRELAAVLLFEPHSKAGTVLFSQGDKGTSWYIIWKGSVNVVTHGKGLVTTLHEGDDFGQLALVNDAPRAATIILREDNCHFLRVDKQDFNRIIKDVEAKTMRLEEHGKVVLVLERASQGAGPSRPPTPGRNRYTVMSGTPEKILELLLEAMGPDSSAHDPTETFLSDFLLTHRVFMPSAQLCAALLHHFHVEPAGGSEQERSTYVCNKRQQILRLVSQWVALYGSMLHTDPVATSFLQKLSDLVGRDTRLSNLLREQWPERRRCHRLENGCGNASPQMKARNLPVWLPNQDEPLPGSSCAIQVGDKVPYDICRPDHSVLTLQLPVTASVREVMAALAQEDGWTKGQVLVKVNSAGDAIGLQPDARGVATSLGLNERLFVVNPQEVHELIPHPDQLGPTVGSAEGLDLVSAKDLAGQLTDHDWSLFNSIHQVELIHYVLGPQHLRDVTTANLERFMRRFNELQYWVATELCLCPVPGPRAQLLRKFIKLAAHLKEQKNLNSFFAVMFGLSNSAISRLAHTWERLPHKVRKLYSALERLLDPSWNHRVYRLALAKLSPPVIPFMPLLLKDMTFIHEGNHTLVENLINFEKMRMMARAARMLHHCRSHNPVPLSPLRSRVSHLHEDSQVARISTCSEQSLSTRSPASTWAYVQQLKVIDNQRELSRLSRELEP
PTHR1 agonist: agonists of human PTHR1 parathyroid hormone receptor; HEK293 GP2 PTHR1 cells, GloSensor cAMP luminescence, 1 h; Potency, µM (highest dose often 115 µM), without a hit: top-dose activation, actives largely listed as activators; AID 743266; actives 0.075% (n = 410,000); Q03431; further: nearly all actives have a fitted effect of over 55% in size; some results filed as inactive show a strong effect at the top dose; inactives centre near -15; many of its hits are not listed in these tables
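HEK-293-derived GP2 cells expressing PTHR1 and a GloSensor cAMP reporter, 3,000/well, plated overnight, given luciferin plus IBMX (each 0.5 mM as added) for 1 h at 37 °C, then compound for 1 h at 37 °C. Luminescence was read after 15 min at room temperature.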
TDP-43 yeast inh: rescues yeast growth from TDP-43 toxicity | Potency, µM (top dose mostly 46.1 µM), for the others: at the top dose growth rescue (activation), actives largely listed as activators | TDP-43 expressing yeast growth rescue, BacTiter-Glo, 24 h | actives 1.8% (n = 410,000); further: % of control where 0% means no effect; nearly all actives have a fitted effect of over 50% in size
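Luminescence from BacTiter-Glo reports growth of TDP-43-expressing yeast after 24 hr at 30 deg C with compound. Cells were raffinose-pregrown to mid-log, then seeded in galactose medium at OD600=0.02.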
EPAC1 ag: agonists of human EPAC1 | O95398 | EPAC1 agonist qHTS, biochemical assay; response scale: 100% = response to 6.5 mM cAMP | Potency, µM (top dose mostly 154 µM), without a hit: at the top dose activation, most hits filed as activators | actives 0.073% (n = 360,000); further: nearly all actives have a fitted effect of over 60% in size
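Normalized to 6.5 mM cAMP, activity reflects EPAC1-catalysed release of BODIPY-GDP from Rap1B, followed kinetically over 30 min at 480 nm excitation, 540 nm emission. Reaction contained 100 nM EPAC1, 250 nM Rap1B-BODIPY-GDP, 50 uM GDP.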
EPAC2 antag: blocks human EPAC2 exchange factor. EPAC2 GEF exchange of Rap1B-BODIPY-GDP, fluorescence. Q8WZA2. Potency, µM (series often up to 114 µM), for the others: top-dose activity, negative = inhibition, most hits filed as inhibitors. actives 0.18% (n = 360,000); further: on the % scale 0 is the no-effect control and ±100 the full control effect; nearly all actives have a fitted effect of over 45% in size; many of its hits are not listed in these tables
FUS suppressor: FUS proteinopathy suppression in yeast; S. cerevisiae FUS-expressing, growth rescue, OD600, 24 h; Potency, µM (highest dose often 76.6 µM), inactives show at the top dose growth rescue (activation), actives largely listed as activators; actives 0.24% (n = 390,000);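 further: plate controls were DMSO vehicle for no effect and reference control for full effect; nearly all actives have a fitted effect of over 55% in size; some results filed as inactive show a strong effect at the top dose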
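S. cerevisiae expressing FUS from galactose induction served as the toxicity model. Growth after 24hr at 30C, read as absorbance at 600 nm, indicates suppression of toxicity; compounds dosed at several concentrations.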
The depositor's hits bear a star; i = inactive; ? = inconclusive; . = no result given; & = joins results of further samples; [ ] = remark or other dose. The call rests on the fitted dose curve; in most records, active means well fitted curve in the direction sought with a large enough effect; inconclusive means small, poorly fitted or top-dose-only effect, or another doubt; inactive means no such curve, though single readings can be large; an effect the other way counts as inactive or inconclusive. Potency means the concentration at half of the fitted maximal effect. An excerpt; count on the stated rates, not on these rows.

SMILES	aSyn rescue	EPAC2 agonist	EPAC1 antagonist	PTHR1 agonist	TDP-43 yeast inh	EPAC1 ag	EPAC2 antag	FUS suppressor
COC(=O)Cc1ccc(NC(=S)NCCC(C)C)cc1	2%	-2%	8%	i	15%	-6%	4%	6%
COCc1cc([C@@H]2C[C@H]3CN(c4ccccc4)C(=O)[C@]34CCCN24)ccc1OC	1%	10%	5%	i	9%	1%	1%	-12%
NC(=O)[C@@H]1CCCN1Cc1nc(Cc2ccccc2Cl)no1	-2%	1%	11%	-9%	-14%	-16%	21%	15%
Cc1cc(=O)oc2cc(OCC(=O)NC3(C#N)CCCCC3)ccc12	4%	8%	6%	-3%	5%	7%	-8%	-11%
COc1ccc(-c2cn[nH]c2-c2ccc(OCC(=O)NN)cc2O)cc1	0%	4%	11%	i	-4%	-9%	11%	40%
CCOC(=O)c1cc2c(=O)n3ccccc3nc2n(CCOC)c1=NC(=O)C(C)(C)C	7%	-7%	2%	i	8%	-5%	-1%	15%
O=C(CN1CCN(Cc2ccc(F)cc2)C1=O)NCc1cccs1	-3%	1%	2%	i	5%	-10%	7%	-13%
COc1cccc(CNCCO)c1OCc1ccccc1Cl	6%	7%	-6%	-24%	1%	-4%	1%	-11%
O=C(OC1CCOC1=O)c1ccc(NS(=O)(=O)c2cccs2)cc1 (centres undefined)	1%	4%	-11%	-13%	.	-11%	-15%	18%
CC(=O)c1ccc(OC2(C)CCN(Cc3ccc(OC(F)(F)F)cc3)C2)cc1 (centres undefined)	3%	-2%	?	-40%[inhibitor]	23%	11%	-13%	1%
CN(C)S(=O)(=O)c1cccc(C(=O)Nc2ccc(N3CCOCC3)cc2)c1	-3%	11%	0%	-24%	-8%	-2%	3%	17%
CC(C)C(c1nnnn1C(C)(C)C)N1CCN(c2cccc(Cl)c2)CC1 (centres undefined)	4%	1%	9%	i	?	9%	-10%	19%
Cc1ccc(Cn2nnc3c(=O)n(CC(=O)NCC4CCCO4)cnc32)cc1 (centres undefined)	0%	0%	9%	i	-19%	-2%	4%	20%
Cn1c(=O)[nH]c(=O)c2c1nc(N1CCN(CCO)CC1)n2Cc1ccccc1Cl	1%	3%	-18%	-16%	13%	1%	-4%	-8%
COc1ccc(NC(=O)CSc2nnc(CNC(=O)c3cccs3)o2)c(OC)c1	-6%	-2%	-5%	-3%	11%	6%	-1%	22%
CS(=O)(=O)c1ccc(NCCN2CCOCC2)c([N+](=O)[O-])c1	-1%	11%	-2%	-9%	-17%	7%	-12%	11%
COc1ccc(NC(=O)CCCn2c(=S)[nH]c3ccccc3c2=O)cc1	-4%	8%	-3%	i	0%	-4%	3%	11%
COc1ccc(/C=N/NC(=O)Cn2nnc3ccccc32)cc1OC	7%	2%	3%	-7%	17%	1%	5%	5%
CCCc1c(C(=O)N/N=C/c2ccc(OCc3ccccc3)cc2)nnn1-c1nonc1N	-3%	7%	0%	i	2%	2%	3%	-11%
CC1(C)Cc2c(cnn2-c2ccccc2)C(NC(=O)CCN2CCCCO2)C1 (centres undefined)	5%	6%	19%	i	13%	-10%	7%	-2%
C/C(CC(=O)Nc1cccc(F)c1)=N\NC(=O)C(=O)NC1CCCCC1	0%	1%	-22%	-24%	12%	-2%	16%	-31%
O=C(CCNS(=O)(=O)c1ccccc1C(F)(F)F)NNC(=O)c1csc(N2CCOCC2)n1	-6%	5%	-18%	-1%	-18%	2%	1%	4%
O=C(CSc1ncn(-c2ccccc2)n1)Nc1nccs1	.	4%	6%	-12%	14%	0%	8%	31%
CCC(C)c1ccc(OCCN2CCCC2)cc1 (centres undefined)	-2%	-7%	0%	i	-4%	-7%	15%	8%
Cc1ccc(-c2cc(C(=O)N/N=C/c3ccccc3)n[nH]2)o1	-5%	11%	-5%	-1%	-2%	-4%	-5%	10%
CC(=O)Nc1ccc2c(c1)nc(C)n2Cc1ccccc1	-12%	7%	-7%	-10%	14%	9%	4%	-26%
O=[N+]([O-])c1ccc(CNc2cccc(F)c2)s1	19%	6%	3%	-43%[inhibitor]	11µM*	7%	-1%	-4%
CCOC(=O)[C@]12CCC=C1N(CCC1=CCCCC1)C(=O)[C@H](CC(=O)NCCc1ccccc1OC)C2	2%	2%	12%	i	1%	-6%	7%	32%
O=C(N/N=C1\CCCc2ccccc21)C(O)c1ccccc1 (centres undefined)	2%	5%	6%	i	-14%	8%	-11%	3%
CCc1ccc(C(=O)COC(=O)CNC(=O)CNS(=O)(=O)c2ccccc2)cc1	0%	-1%	-15%	8%	13%	4%	6%	.
Cc1cc(C)nc(SCc2c(F)cccc2Cl)n1	-8%	13%	-4%	-21%	10%	9%	-6%	-6%
COc1ccc(NS(=O)(=O)c2cccc(NC(=O)CCS(=O)(=O)c3ccccc3)c2)cc1	-7%	10%	-1%	-10%	6%	2%	-18%	.
C[N+](C)(C)CCCCCC[N+](C)(C)C	?	0%	16%	-4%	5%	-18%	6%	-46%
CN(C)S(=O)(=O)NCC1CCCN(Cc2ccc(-c3ccccc3)cc2)C1 (centres undefined)	7%	5%	-5%	-26%	15%	6%	-5%	-1%
CCCN1CCC(NC(=O)Nc2ccccc2C(=O)OC)CC1	2%	-17%	2%	i	-5%	1%	-9%	-17%
Cc1ccc(NC(=O)NC(=O)c2ccccc2)cc1F	-2%	6%	-20%	i	2%	2%	-4%	-21%

Not a retest: 6 of the compounds above.
SMILES	aSyn rescue	EPAC2 agonist	EPAC1 antagonist	PTHR1 agonist	TDP-43 yeast inh	EPAC1 ag	EPAC2 antag	FUS suppressor
Cc1cc(C)nc(SCc2c(F)cccc2Cl)n1	-8%	13%	-4%	-21%	10%	9%	-6%	-6%
COc1ccc(NS(=O)(=O)c2cccc(NC(=O)CCS(=O)(=O)c3ccccc3)c2)cc1	-7%	10%	-1%	-10%	6%	2%	-18%	.
C[N+](C)(C)CCCCCC[N+](C)(C)C	?	0%	16%	-4%	5%	-18%	6%	-46%
CN(C)S(=O)(=O)NCC1CCCN(Cc2ccc(-c3ccccc3)cc2)C1 (centres undefined)	7%	5%	-5%	-26%	15%	6%	-5%	-1%
CCCN1CCC(NC(=O)Nc2ccccc2C(=O)OC)CC1	2%	-17%	2%	i	-5%	1%	-9%	-17%
Cc1ccc(NC(=O)NC(=O)c2ccccc2)cc1F	-2%	6%	-20%	i	2%	2%	-4%	-21%

(further entries)
SMILES	aSyn rescue	EPAC2 agonist	EPAC1 antagonist	PTHR1 agonist	TDP-43 yeast inh	EPAC1 ag	EPAC2 antag	FUS suppressor
COc1cc(OC)cc(-n2nnnc2SCC(=O)NC2CCCC2)c1	6%	-4%	-9%	i	10%	0%	-1%	-3%
CC(=O)Nc1ccc(C2=NN(Cc3nnc(-c4ccccc4)o3)C(=O)SC2)cc1	0%	5%	7%	-5%	-2%	1%	3%	.
c1ccc(-c2cn3c(n2)CCc2ccc4cccnc4c2-3)cc1	-7%	16%	?	?	0%	6%	-13%	0%
Cc1ccc(C)c(Sc2ccc(NC(=O)CCl)cc2)c1	17%	6%	-11%	i	8.9µM*	4%	?	8%
Cc1nccn1CCOc1ccc(Cl)cc1	13%	3%	-12%	-2%	-24%	4%	6%	-12%
Cc1ccc(-c2cc(C(F)(F)F)c(C#N)c(SCC(=O)O)n2)cc1	1%	-22%	-1%	-40%	7%&13%	-9%	-8%	-4%&9%
CCCNC(=O)CNC(=O)c1ccc(C#N)cc1	-2%	1%	-10%	-3%	-4%	-13%	13%	-11%
NC(=O)NC(Cc1ccccc1)C(=O)NNC(=O)COc1ccccc1Cl (centres undefined)	5%	3%	6%	-15%	-7%	1%	-1%	-8%
Cc1ccc(C(=O)N[C@H](C(=O)OCc2cc(=O)n3c(n2)sc2ccccc23)C(C)C)cc1	9%	-4%	-10%	-34%[inhibitor]	-3%	-19%	2%	.
COc1ccc(Nc2nc(C(=O)NCCCN3CCOCC3)cs2)cc1	1%	8%	7%	-8%[57.5 µM]	9%	10%	-3%	18%
O=C(NC1CCCCC1)C(c1ccncc1)N(CC1CCCO1)C(=O)C(F)(F)F (centres undefined)	2%	-2%	11%	-4%	19%	-2%	7%	15%
COC(=O)CN1C(=O)[C@H]2[C@@H](c3ccc(C)o3)N3C(=O)CN(Cc4ccc(-c5ccccc5)cc4)C(=O)[C@@]3(C)[C@H]2C1=O	0%	-10%	-18%	0%	16%	0%	-6%	42%
Cc1nc(SCc2c(F)cccc2Cl)n[nH]1	-10%	3%	9%	i	-33%[inhibitor]	-6%	8%	7%
COc1ccc(CNC2=CC(=O)CC(C)(C)C2)cc1	1%	7%	-8%	i	-2%	10%	-2%	11%
O=c1[nH][nH]c(=O)c2cc(N3CCCC3)ccc12	-3%	5%	13%	i	-15%	-2%	3%	9%
O=C(Nc1ccn(CCCN2CCN(c3ccccc3)CC2)c(=O)n1)OCc1ccccc1	2%	6%	-29%	-24%	24%	4%	9%	6%
Cc1ccc2cc(C=O)c(Cl)nc2c1	2%	-1%	-10%	i	-14%	-11%	4%	5%
O=C(NCCN1CCCC1=O)Nc1ccccc1	0%	-10%	-5%	i	-12%	-3%	-2%	-5%
COc1cccc(C2C(C#N)=C(N)SC(c3ccccc3)C2[N+](=O)[O-])c1 (centres undefined)	2%	15%	-5%	-38%[inhibitor]	7%	6%	-15%	27%
CCOC(=O)c1c(CN2CCN(CCO)CC2)n(C)c2cc(Br)c(OC)cc12	1%	6%	-11%	-19%[57.5 µM]	-12%	11%	0%	17%
Cn1c(=O)c2[nH]c(Cc3cccc4ccccc34)nc2n(C)c1=O	-4%	13%	-13%	-23%	-18%	5%	1%	22%
Nc1nc(SCC(=O)Nc2ccccc2Oc2ccccc2)n[nH]1	-1%	15%	-28%	i	9%	-6%	-6%	.
CCCCOC(=O)c1ccc(NC(=O)c2ccccc2OC)cc1	-11%	5%	-17%	-22%	0%	16%	-18%	39%
CC(C(=O)Nc1ccc(C(=O)O)cc1)N1C(=O)c2ccccc2C1=O (centres undefined)	7%	-8%	14%	-6%[57.5 µM]	12%	-1%	5%	8%
O=C(C1=C(O)C(=O)N(CCN2CCOCC2)C1c1cccc(O)c1)c1cc2ccccc2o1 (centres undefined)	-3%	21%	-2%	i	-3%	7%	8%	.
CC(=O)Nc1ccc(/C=N/NC(=S)NC(C)C)cc1	1%	4%	7%	-1%	0%	-2%	12%	12%
COc1ccc(C)cc1S(=O)(=O)N(C)CC(=O)N1CCC(C)CC1	-1%	-8%	1%	i	-5%	-4%	6%	2%
CC(=O)Nc1ccc(NS(=O)(=O)c2ccc(C)cc2)c([N+](=O)[O-])c1	3%	13%	?	17%	-5%	4%	-6%	15%
